Screening data: PubChem BioAssay, several laboratories
SARS 3CLpro inh – SARS-CoV 3CLpro protease inhibition. P0C6X7. recombinant SARS-CoV 3CLpro, quenched FRET peptide cleavage. inhibition, % at 6 µM. 290,000 tested, 0.14% active. AID 1706; in the data active = inhibition above about 12%
BoNT-A LC inh2 – blocks Botulinum neurotoxin A light chain protease | multiplex microsphere protease substrate cleavage, flow cytometry | inhibition, % at 10 µM | 360,000 tested, 0.17% active; note: plate controls were buffer without enzyme for full effect and enzyme alone for no effect
Anthrax LF inh2 – anthrax lethal factor protease inhibition; 360,000 tested, 0.12% active; inhibition, % at 10 µM; multiplex microsphere protease cleavage assay, LF; note: plate controls were buffer without enzyme for full effect and enzyme alone for no effect
Target sequence (P15917 whole entry, looked up): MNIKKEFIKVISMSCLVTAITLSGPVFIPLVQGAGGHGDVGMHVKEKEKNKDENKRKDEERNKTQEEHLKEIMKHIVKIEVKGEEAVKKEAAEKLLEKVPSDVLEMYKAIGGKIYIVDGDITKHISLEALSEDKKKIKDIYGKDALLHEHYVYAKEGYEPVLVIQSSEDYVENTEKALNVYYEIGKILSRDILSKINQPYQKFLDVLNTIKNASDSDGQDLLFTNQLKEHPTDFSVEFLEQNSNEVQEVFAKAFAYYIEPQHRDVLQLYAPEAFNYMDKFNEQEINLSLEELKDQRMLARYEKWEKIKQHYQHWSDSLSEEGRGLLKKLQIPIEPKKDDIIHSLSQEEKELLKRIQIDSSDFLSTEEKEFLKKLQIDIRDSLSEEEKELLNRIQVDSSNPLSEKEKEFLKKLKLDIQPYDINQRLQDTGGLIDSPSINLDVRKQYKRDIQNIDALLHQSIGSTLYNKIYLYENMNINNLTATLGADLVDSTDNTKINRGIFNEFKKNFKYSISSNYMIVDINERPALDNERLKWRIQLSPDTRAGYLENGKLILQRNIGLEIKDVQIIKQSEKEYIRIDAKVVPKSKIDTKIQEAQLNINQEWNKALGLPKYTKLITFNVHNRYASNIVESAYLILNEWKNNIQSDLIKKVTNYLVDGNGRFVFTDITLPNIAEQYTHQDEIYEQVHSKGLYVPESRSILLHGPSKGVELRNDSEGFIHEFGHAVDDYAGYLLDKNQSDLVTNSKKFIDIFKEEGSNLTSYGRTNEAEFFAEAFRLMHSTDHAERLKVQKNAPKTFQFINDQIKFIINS
TcdB GH inh – blocks C. difficile toxin B glycohydrolase activity | inhibition, % at 9.99 µM | AID 652162 | P18177 | TcdB glycohydrolase enzymatic assay, plate reader | 350,000 tested, 0.24% active; in the data active = inhibition above about 10%
Y pestis TopoI – Y. pestis Topo-I inhibition via cleavage products; Y. pestis Topo-I cleavage product accumulation, plate reader; activity, % at 10 µM; 360,000 tested, 0.064% active; AID 504884; in the data active = activity above about 50%, passing the limit was not always enough; inconclusive = no clear call, values can overlap the other calls; note: inactives centre near 2
PrPC surface inh – inhibitors of human cell surface prion protein PrPC; AID 720596; inhibition, % at 13.8 µM; TR-FRET read-out; 370,000 tested, 0.43% active; P04156; in the data active = inhibition above about 24%; note: 0% = median of the test wells and 100% = reference compound wells
SSB-PriA inh – K. pneumoniae PriA-SSBct interaction inhibition; AID 1272365; inhibition, % at 33 µM; AlphaScreen SSBct-PriA binding, biotinylated peptide; 430,000 tested, 0.6% active; in the data active = inhibition mostly above about 37%, no sharp cut-off; inactive = mostly below about 20%;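 note: plate controls were negative control peptide for no effect and reference peptide for full effect; strong numbers were not always called active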
BH1578 lux ind – quorum light induction in luxS cqsA deficient V. cholerae; 350,000 tested, 0.16% active; activation, % at 18.7 µM; V. cholerae BH1578 lux reporter, luminescence, 6 h; in the data active = activation mostly above about 9.7%, no sharp cut-off; inconclusive = no clear call, values can overlap the other calls; inactive = mostly below about 3.7%; note: not every result past the cut was called active; inactives centre near 0; reference of the scale not given here
PfHsp40 yeast – rescue of PfHsp40-mediated yeast toxicity; S. cerevisiae expressing PfHsp40, growth rescue, ATP luminescence; growth rescue, % at 12.5 µM; 340,000 tested, 0.68% active; in the data active = growth rescue above about 28%, passing the limit was not always enough; inconclusive = no clear call, values can overlap the other calls;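 note: yeast W303a lacking pdr1 and pdr3 grown in galactose medium; growth measured after three days at 30 °C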
* marks the source's active call; other numbers are inactive results; i = inactive; ? = inconclusive; . = no result given; & = joins results of further samples. Cut-off read from the data, not from the text of the source, unless noted: active = inhibition above about 30%; inconclusive = no clear call, values can overlap the other calls; inactive = below that. Some of the compounds tested (hit frequency here may not be typical).

SMILES	SARS 3CLpro inh	BoNT-A LC inh2	Anthrax LF inh2	TcdB GH inh	Y pestis TopoI	PrPC surface inh	SSB-PriA inh	BH1578 lux ind	PfHsp40 yeast
CCOC(=O)N1CCC(NC(=O)C2CCCN(S(=O)(=O)c3ccc4c(c3)oc(=O)n4C)C2)CC1 (stereo unspecified)	1	1.1	1	0.9	5	8	-5	i	0.9
Cc1ccc[n+](-c2nc([O-])sc2/C=N/Nc2ccc([N+](=O)[O-])cc2)c1	-7	.	.	0.2	-22	2	i	-0.2	0.2
Cc1cc(NC(=O)NCc2ccccc2)c(=O)n(Cc2ccc(F)cc2)c1	2	.	.	-0.1	7	3	-4	i	0.7
O=C(CSc1ccc2nnc(-c3ccccn3)n2n1)Nc1ccccc1	-1	0.0	2	0.4	5	-3	-10	-0.4	0.3
Cc1ccc(C)c(NS(=O)(=O)c2ccc(OCC(=O)NCC3CCCO3)cc2)c1 (stereo unspecified)	0	-1.9	2	-0.2	15	4	-7	-0.6	0.6
c1ccc2c(c1)SCc1nnc(-c3ccncc3)n1-2	1	0.5	-6	0.6	-5	2	-6	i	0.4
CCC(=O)NCCn1c(C)cc2ccccc21	-5	26	33*	.	15	.	-15	-0.2	0.5
Cc1ccc([C@H]2C[C@H](O)[C@@H](n3cc(COC(=O)c4ccccc4)nn3)CN2C(=O)c2cccs2)cc1	.	0.2	0	2.5	5	-2	.	0.5	.
C=C(C)COc1ccc(-c2ncnc(C(F)(F)F)c2-c2ccc(OC)cc2)c(O)c1	5	-1.2	5	1.9	32	5	4&-22	-1.6	2.2
Cc1ccc(S(=O)(=O)N2CCN(C(=O)c3cc(-c4cccs4)nn3-c3ccccc3)CC2)cc1	.	-26	-2	3.4	25	-4	-4	-4.0	2.6
CCC(C)CNC(=O)c1[nH]c(C(F)(F)F)nc1-c1ccccc1 (stereo unspecified)	.	-0.2	7	0.7	.	-5	.	.	.
CCOc1ccc(CCNC(=O)COC(=O)COc2ccc(C#N)cc2)cc1OCC	.	.	.	0.3	-8	-2	1	-0.3	-0.2
CC(=O)Oc1ccc(/C(C)=N/N2CCN(Cc3ccc(C)cc3)CC2)cc1	-5	-2.6	3	3.1	3	0	.	2.0	0.1
CC(C(=O)Nc1ccc2c(c1)OCO2)N(C)CC(=O)Nc1ccc(Cl)cc1 (stereo unspecified)	.	.	.	0.5	9	6	-13	i	0.4
CCCCC(c1nnnn1CCOC)N1CCN(C)CC1 (stereo unspecified)	1	-1.0	-2	.	2	0	-8	i	0.1
Cc1ccnc(SCC(=O)N2CCN(c3cccc(Cl)c3)CC2)n1	8	-0.5	-6	.	26	6	-6	-0.5	1.8
O=C(NCc1ccco1)C1CCN(C(=O)c2ccc(Cl)cc2)CC1	.	-0.6	-3	0.0	-4	-5	1	i	-0.6
C=C1CCN([C@@H](CC(C)C)C(=O)Nc2nc3ccc(Cl)cc3s2)S(=O)(=O)c2ccccc21	.	0.1	1	0.8	2	0	-17	i	-0.7
CCN(CC)C(=O)C1CCN(CC2CC=CCC2)CC1 (stereo unspecified)	-4	0.1	-1	.	9	-8	-2	3.6	-1.4
O=C(Nc1ccc2c(c1)OCCO2)N1CCN(c2ccccc2)CC1	1	-3.3	-8	.	3	5	5	-0.6	0.6
Cn1c(COc2ccc3ccccc3c2)nnc1SCC(N)=O	-1	-0.6	4	.	8	-5	-9	i	-1.3
O=[N+]([O-])c1ccc(-c2csc(NN=C3CCCC3)n2)cc1	6	1.1	0	-1.6	-19	-5	0	i	0.8
COc1ccc(NC(=O)CN2CC=C(c3ccccc3)CC2)cc1S(=O)(=O)N1CCOCC1	2	15	9	0.5	16	4	7	-0.5	0.5
Cc1ccc(C(=O)Nc2ccc3c(c2)OCO3)cc1NC(=O)c1ccco1	-5	-0.2	-4	1.9	4	8	1	i	-0.5
CC(=O)N(C1=C(N)C(=O)c2ccccc2C1=O)C(C)C	-1	-0.2	-4	0.4	-7	-39	-10	-0.3	-1.9

(more compounds)
SMILES	SARS 3CLpro inh	BoNT-A LC inh2	Anthrax LF inh2	TcdB GH inh	Y pestis TopoI	PrPC surface inh	SSB-PriA inh	BH1578 lux ind	PfHsp40 yeast
CCc1ccc(/C=C2\SC(=S)N(CCC(=O)Nc3cc(C)on3)C2=O)cc1	1	-0.4	-1	-0.1	-3	1	-13	i	-1.8
CCN(CC)S(=O)(=O)c1ccc(NC(=O)C2CCCN(C(=O)c3ccc(Cl)cc3)C2)cc1 (stereo unspecified)	-4	-0.4	3	1.6	28	9	-1	-0.2	0.3
CC1(C)NC(=O)N(CC(O)COc2ccccc2[N+](=O)[O-])C1=O (stereo unspecified)	5	-0.7	-1	0.1	4	7	-7	0.9	-0.7
Cc1nc(NCc2ccccc2)c(C(N)=O)c2c1COC(C)(C)C2	7	0.1	-2	.	3	3	-1	0.0	1.2
CN(C)S(=O)(=O)c1ccc2oc(SCC(N)=O)nc2c1	-2	-0.5	-4	.	-4	0	-9	-0.7	0.2
O=C(N/N=C/c1cccnc1)c1cccc(Br)c1	7	?	-10	0.3	0	1	.	i	1.0
COCCN(C(=O)Nc1ccccc1OC)c1nc2ccccc2s1	-1	-1.0	-14	0.8	-16	0	-47	i	2.0
Cc1cc(=S)[nH]c2ccccc12	-3	0.3	3	.	8	4	1	i	0.9
COc1cc([N+](=O)[O-])c(C(=O)N2CCOCC2)c([N+](=O)[O-])c1	-2	-0.4	-2	.	-1	-33	-3	i	-0.8
O=C(COc1ccccc1)N(Cc1ccco1)C1CCS(=O)(=O)C1 (stereo unspecified)	-9	-0.9	-7	1.3	1	-2	-4	-1.6	-1.4
Cc1ccc(S(=O)(=O)N2[C@@H](c3ccc(Cl)cc3)C(C(=O)O)=CC[C@H]2c2ccc(C(C)C)cc2)cc1	.	0.4	-9	0.4	6	1	7	4.5	5.8
COc1ccccc1N1CCN(S(=O)(=O)CCNC(=O)Cc2ccc(F)cc2)CC1	.	-0.4	-3	0.7	15	0	1	i	1.0
CN(c1c[nH]c(=O)[nH]c1=O)C1CCCCC1	2	-1.7	-9	0.5	12	2	-11	-0.2	0.7
Cc1cc(C(=O)CSc2nc(N)cc(=O)[nH]2)c(C)n1CC1CCCO1 (stereo unspecified)	.	0.3	-1	12*	1	0	3	i	-0.8
CC(NC(=O)c1cccc(C(F)(F)F)c1)C1CCCO1 (stereo unspecified)	-5	?	0	.	4	9	-2	i	-1.2
COc1ccc(-c2nn(-c3ccccc3)cc2/C=N/NC(=O)c2cccc(S(=O)(=O)Nc3ccccc3OC)c2)cc1	3	0.1	-2	-1.0	8	2	.	-0.7	-1.0
C[C@H](CO)N1C[C@H](C)[C@@H](CN(C)S(=O)(=O)c2ccccc2)Oc2c(NC(=O)Cc3ccccc3)cccc2C1=O	.	0.3	-4	0.9	18	6	2	1.2	0.0
O=S(=O)(Cc1cc(Sc2ccc(Cl)cc2)nc(-c2ccccc2)n1)c1ccccc1	-2	-1.0	0	.	19	3	-16	-0.8	-0.2
CC(C)c1c(O)nc(SCc2ccc(F)cc2)[nH]c1=O	-1	-0.7	-4	0.2	-14	-3	-6	i	-0.4
O=C(CN1CCCC1)Nc1ccccc1Sc1ccccc1	0	-0.7	0	1.0	14	-11	-7	-1.2	-0.3
COc1ccc(C2NC(=O)N(C)C(C)=C2[N+](=O)[O-])cc1 (stereo unspecified)	-4	0.8	-17	2.6	7	-5	-12	i	-0.3
Cc1cc(-c2nnc(-c3cc4ccccc4oc3=O)o2)c(C)n1-c1ccccc1	-6	1.6	3	0.3	-4	-6	-6	i	-1.3
COCOCCn1cc(CN2CCS(=O)(=O)N(Cc3ccc(-c4ccc(Cl)cc4)cc3)C(C)C2=O)nn1 (stereo unspecified)	.	0.1	-9	2.3	45	-10	.	-1.1	.
Clc1ccc(CSc2nncn2-c2ccccn2)cc1	1	-0.1	0	.	-3	11	-11	i	-0.5
COc1ccc(F)cc1S(=O)(=O)N1CCC(C(N)=O)CC1	-5	0.2	-6	.	1	3	-8	-7.1	-0.3

An excerpt of these results, with two lines to a compound:
Below each SMILES – SARS 3CLpro inh | BoNT-A LC inh2 | Anthrax LF inh2 | TcdB GH inh | Y pestis TopoI | PrPC surface inh | SSB-PriA inh | BH1578 lux ind | PfHsp40 yeast
> CC(C)c1c(O)nc(SCc2ccc(F)cc2)[nH]c1=O
  -1 | -0.7 | -4 | 0.2 | -14 | -3 | -6 | i | -0.4
> COCCN(C(=O)Nc1ccccc1OC)c1nc2ccccc2s1
  -1 | -1.0 | -14 | 0.8 | -16 | 0 | -47 | i | 2.0
> COc1ccccc1N1CCN(S(=O)(=O)CCNC(=O)Cc2ccc(F)cc2)CC1
  . | -0.4 | -3 | 0.7 | 15 | 0 | 1 | i | 1.0

New compounds follow.
SMILES	SARS 3CLpro inh	BoNT-A LC inh2	Anthrax LF inh2	TcdB GH inh	Y pestis TopoI	PrPC surface inh	SSB-PriA inh	BH1578 lux ind	PfHsp40 yeast
CC(=O)c1ccc(S(=O)(=O)N2CCNC(=O)C2)cc1	.	-0.3	1	1.1	0	-6	-5	i	-0.3
CC(C)C(=O)N1CCC2(CC1)Oc1ccc(F)cc1C(=O)C21CC(c2ccc(Cl)cc2)=NO1 (stereo unspecified)	.	0.0	-8	0.3	1	-6	-7	0.3	1.0
O=C(NCc1cccc(F)c1)c1cccc2c1C(=O)c1ccc(Cl)cc1S2(=O)=O	.	0.0	-8	0.1	-7	-9	-4	-5.9	1.5
CC(Oc1ccc2ccc(=O)oc2c1)C(=O)NCC1CCC(C(=O)O)CC1 (stereo unspecified)	-2	-1.0	-1	1.1	1	-1	-13	0.2	0.0
Cc1ccc([N+](=O)[O-])cc1NC(=O)CCCOc1ccccc1	3	-0.5	-3	.	6	-11	-11	i	-0.4
COCCCNC(=O)c1ccc2c(c1)ncn2-c1ccccc1OC	6	-0.2	2	.	0	-2	-11	i	0.4
Cc1ccc(S(=O)(=O)Nc2ccc3c(c2)CC(=O)N([C@H](C)CO)C[C@@H](C)[C@H](CN(C)Cc2ccc(-c4ccccc4)cc2)O3)cc1	.	-0.5	1	0.4	-3	.	-3	i	0.1
CN(C)S(=O)(=O)c1ccc2c(c1)nc1n2CCC1	3	0.1	-7	.	1	-2	-3	i	-1.0
COc1cc(C(=O)OCC(=O)Nc2ccc3c(c2)OC(F)(F)O3)ccc1OCc1c(C)noc1C	0	-0.9	-3	.	5	1	-21	i	1.2
CSc1cccc(NC(=O)c2[nH]c(C)c(C(C)=O)c2C)c1	-2	3.3	3	2.3	-6	5	12	-0.2	2.9
Cc1cc(C(=O)O)ccc1-c1ccc(/C=C2\NC(=O)N(Cc3ccc(F)cc3)C2=O)o1	0	-0.7	5	-0.1	0	-4	-15	-0.5	-1.3
Cn1c(SCC(=O)NC2CCCCC2)nnc1-c1ccccc1F	-6	0.0	1	1.0	4	3	-13	2.0	-0.4
COc1cc(OC)c(OC)cc1CNC1CCCCCC1	-3	4.0	1	.	4	0	-3	i	-0.5
Cc1cccc(C(=O)Nc2ccccc2C(=O)Nc2ccc(C(=O)O)cc2)c1	3	-1.0	-4	-0.3	-3	-8	-8	-0.9	0.1
CCN1CCN(C(=S)Nc2ccc(C(C)=O)cc2)CC1	2	-0.4	-4	0.3	0	3	0	0.4	4.6
Clc1ccc(C2[C@H]3CN(CC4CCCCC4)[C@H](c4ccccc4)C34CC2(c2ccccc2)C4)cn1 (stereo partly specified)	.	-0.5	-2	1.2	0	6	8	i	0.6
COCCn1c(SCC(=O)N2CCCC2=O)nc2sc(C)c(C)c2c1=O	.	-1.2	1	0.9	6	7	-4	i	-1.4
C[C@]12C[C@@H](O)[C@H](O)CC1=CCC1C2CC[C@]2(C)C(=O)CCC12 (stereo partly specified)	.	-0.3	-3	1.3	-1	-4	1	-15	-0.6
CN(C)c1nc2c(c(N)nn2-c2ccc(Cl)cc2)c(=O)o1	2	?	1	.	15	4	-4	-3.6	-1.9
Cn1c(=O)c2c(nc(NCCNC(=O)c3ccco3)n2Cc2ccccc2F)n(C)c1=O	-1	0.7	-1	-0.5	3	3	-2	-0.5	0.2
